Assay outcomes: PubChem, National Center for Advancing Translational Sciences (NCATS)
15-hLO inh: qHTS Assay for Inhibitors of 15-hLO (15-human lipoxygenase); Polyunsaturated fatty acid lipoxygenase ALOX15 (Homo sapiens), P16050; purified 15hLO-1, xylenol orange hydroperoxide absorbance; Potency, µM (top dose mostly 57.1 µM), without a hit: at the highest dose activity change, negative = inhibition, actives largely listed as inhibitors; hit rate 1.4% among 74,000; further: nearly all actives have a fitted effect of over 55% in size
Target sequence (P16050 whole entry, looked up): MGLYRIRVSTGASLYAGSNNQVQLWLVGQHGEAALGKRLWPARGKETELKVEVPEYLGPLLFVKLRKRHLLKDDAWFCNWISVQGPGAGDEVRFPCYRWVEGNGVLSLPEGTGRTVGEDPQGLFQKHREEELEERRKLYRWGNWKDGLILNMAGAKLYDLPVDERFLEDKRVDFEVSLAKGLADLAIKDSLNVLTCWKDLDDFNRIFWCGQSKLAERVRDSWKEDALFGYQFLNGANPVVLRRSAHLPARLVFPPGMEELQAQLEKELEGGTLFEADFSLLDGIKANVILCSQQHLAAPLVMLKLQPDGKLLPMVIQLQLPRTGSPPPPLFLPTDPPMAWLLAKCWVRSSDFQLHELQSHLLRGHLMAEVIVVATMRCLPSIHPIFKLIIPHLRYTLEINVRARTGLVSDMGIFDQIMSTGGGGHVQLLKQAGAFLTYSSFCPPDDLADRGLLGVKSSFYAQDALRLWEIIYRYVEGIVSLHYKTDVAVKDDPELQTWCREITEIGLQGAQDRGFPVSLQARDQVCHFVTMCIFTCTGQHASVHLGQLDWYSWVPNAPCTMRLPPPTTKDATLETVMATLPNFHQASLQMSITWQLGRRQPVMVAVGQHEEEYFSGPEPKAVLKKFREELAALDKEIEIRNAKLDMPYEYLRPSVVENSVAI
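40 nM 15hLO-1 + cpd, 15 min RT; start w/ 50 uM AA (final), 6 min RT; stop/detect w/ 200 uM XO + 300 uM Fe(II) in 50 mM H2SO4, 30 min; A573/A405. Buffer 25 mM Hepes pH 7.5, 0.01% Triton X-100. No-enzyme wells as negative control.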
ERK AVP block: qHTS Assay for Inhibitors of the ERK Signaling Pathway using a Homogeneous Screening Assay | HEK293-V1b, vasopressin-stimulated pERK AlphaScreen | Potency, µM (doses to about 57.5 µM), for the others: at the highest dose activity, negative = inhibition, usual class: inhibitors | hit rate 0.99% among 72,000; further: nearly all actives have a fitted effect of over 55% in size
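HEK293 cells stably expressing V1b receptor, seeded overnight in 1% FBS, were treated with compounds for 30 min at 37C, then stimulated 5 min with 25 nM vasopressin; phospho-ERK read by AlphaScreen SureFire after lysis.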
* marks the source's active call; other numbers are inactive results; ? = inconclusive; & = joins results of further samples; [ ] = remark or other dose. The call rests on the fitted dose curve; in most records, active means well fitted inhibition curve with a large enough effect; inconclusive means small, poorly fitted or top-dose-only effect; inactive means no such curve, though single readings can be large or run the other way. On the % scale 0 is the no-effect control and ±100 the full control effect; potency means the concentration at half of the fitted maximal effect. Not all compounds are listed; count on the stated rates, not on these rows.

mol,15-hLO inh,ERK AVP block
C=C1C[C@@]23C[C@@]1(O)CCC2[C@@]12C=CC(O)[C@](C)(C(=O)O1)C2C3C(=O)O (some centres not stated),3%,4%
O=c1c(-c2ccccc2)coc2cc(O)cc(O)c12,3.2µM*,-13%
CC1CCC(C(C)(C)O)CC2=C1CCC2C (configuration not stated),-2%,3%
CC(=O)OC1CC2C(C)(C)C(=O)CC[C@]2(C)C2CC[C@@]3(C)C(c4ccoc4)OC(=O)C4OC43[C@]12C (some centres not stated),12%,27%
O=C(NC(Cc1cc(=O)[nH]c2ccccc12)C(=O)O)c1ccc(Cl)cc1 (configuration not stated),2%,-7%
O=C1c2c(O)cc(O)cc2OC(c2ccc(O)c(O)c2)C1O (configuration not stated),-6%[25.6 µM],-19%
CCC(C(=O)O)c1ccccc1 (configuration not stated),6%,24%
OCC(O)C(O)C(O)CO (configuration not stated),-9%&10%,12%&-7%
O=C1C(CCC(O)c2ccc(F)cc2)C(c2ccc(O)cc2)N1c1ccc(F)cc1 (configuration not stated),-8%,5%
CC1CC[C@@]2(C(=O)O)CCC3(C)C(=CCC4[C@]5(C)CC(O)C(O)[C@](C)(CO)C5C(O)C[C@@]43C)C2C1C (some centres not stated),3%,18%
C[C@@H]1CCC2[C@@H](C)[C@@H](O)O[C@@H]3O[C@@]4(C)CC[C@@H]1[C@@]23OO4 (some centres not stated),-6%,9%
CC(C)CC1NC(=O)C(CCCN)NC(=O)C(C(C)C)NC(=O)C2CCCN2C(=O)C(Cc2ccccc2)NC(=O)C(CC(C)C)NC(=O)C(CCCN)NC(=O)C(C(C)C)NC(=O)C2CCCN2C(=O)C(Cc2ccccc2)NC1=O (configuration not stated),-13%,-26%
CC(=O)OC1CC2C(C)(C)CCC(=O)[C@@]2(C)C2CC[C@@]3(C)C(c4ccoc4)OC(=O)C4OC43[C@]12C (some centres not stated),4%,3%
CC(=O)Nc1ccc(-c2nc3ccc(Cl)cc3[nH]2)cc1,-3%[25.6 µM],-26%
COc1c2ccoc2c(OC)c2oc(=O)ccc12,-2%,-25%
CC(=O)OC1CC[C@@]2(C)C3=CC(=O)[C@]4(C)C(CC5OC6(OCC(C)CC6Br)C(C)C54)C3CC[C@H]2C1 (some centres not stated),-9%,12%
[N-]=[N+]=NCC1OC(n2cnc3c(=O)[nH]c(N)nc32)C(O)C1O (configuration not stated),6%,4%
CC1=CC(=O)[C@@H]2C[C@H]1C2(C)C,5%[25.6 µM],-7%
O=C1NS(=O)(=O)c2ccccc21,-10%,14%
COc1cc(O)cc(/C=C/c2ccccc2)c1,-22%,-12%
CC1(C)OC2C(CO)OC(n3cnc4c(=O)[nH]cnc43)C2O1 (configuration not stated),-2%,18%
CCCCCCCCCCCC(CC1OC(=O)C1CCCCCC)OC(=O)C(CC(C)C)NC=O (configuration not stated),-13%,13%
OCC1OC(Oc2cccc3cccnc23)C(O)C(O)C1O (configuration not stated),5%[25.6 µM],12%
CCCCCC1C(=O)CCC1CC(=O)O (configuration not stated),0%,-6%
C[n+]1cccc(C(=O)[O-])c1,-2%,-1%
C1CCN2CC3CC(CN4CCCC[C@@H]34)C2C1 (some centres not stated),-1%[25.6 µM],7%
C=C1C([C@@]2(C)C(OC(C)=O)CC(=O)O[C@@](C)(COC(C)=O)C2CC(=O)OC)C(OC=O)C(OC(=O)C(O)C(C)CC)[C@]2(C)C(c3ccoc3)CC(=O)C12O (some centres not stated),-5%,23%
CCCCN1CCCCC1C(=O)Nc1c(C)cccc1C (configuration not stated),-3%,-4%
COC(=O)CC1C(C)(C)C(OC(C)=O)C2CC3=C4CC(=O)OC(c5ccoc5)[C@]4(C)CCC3[C@@]1(C)C2=O (some centres not stated),7%,22%
CCC(C)C(=O)OC1CC(C)C=C2C=CC(C)C(CCC3CC(O)CC(=O)O3)C21 (configuration not stated),-14%,45%[activator]

Entries of single compounds, quoted from the list. Screens in order: 15-hLO inh	ERK AVP block
CCC(C)C(=O)OC1CC(C)C=C2C=CC(C)C(CCC3CC(O)CC(=O)O3)C21 (configuration not stated) across the screens: -14%	45%[activator]
O=C1NS(=O)(=O)c2ccccc21 across the screens: -10%	14%

Remaining list, next part.
mol,15-hLO inh,ERK AVP block
COc1cc2c3cc1Oc1cc(ccc1O)CC1c4c(cc(OC)c(O)c4Oc4ccc(cc4)CC3N(C)CC2)CC[N+]1(C)C (configuration not stated),-16%,-9%
O=C(O)c1cn(-c2ccc(F)cc2)c2cc(N3CCNCC3)c(F)cc2c1=O,-6%,3%
CC12CCC3C(CC3(C)C)C(C)(CCC1=O)O2 (configuration not stated),6%,6%
O=C(O)COCCN1CCN(C(c2ccccc2)c2ccc(Cl)cc2)CC1 (configuration not stated),5%,2%
CC(=O)OC1C=C[C@]2(C)C(CC(OC(C)=O)[C@@]3(C)C4=CC(=O)OC(c5ccoc5)[C@]4(C)CCC23)C1(C)C (some centres not stated),-5%,26%
C[N+](C)(C)CCOP(=O)([O-])OP(=O)(O)OCC1OC(n2ccc(N)nc2=O)C(O)C1O (configuration not stated),-11%,4%
CCOC(=O)C1=CC(OC(CC)CC)C(NC(C)=O)C(N)C1 (configuration not stated),-4%,23%
Nc1ccc(C(=O)Oc2ccccc2)c(O)c1,1%,-18%
COc1ccc(C2CC(=O)c3ccc(OC)cc3O2)cc1 (configuration not stated),17%,-5%
Nc1nc(=S)c2[nH]cnc2[nH]1,-22%,0%
Nc1ncnc2c1[nH]c(=O)n2C1CC(O)C(CO)O1 (configuration not stated),-1%,1%
CC(=O)OCC1=C(C(=O)O)N2C(=O)C(NC(=O)Cc3cccs3)C2SC1 (configuration not stated),-12%,1%
CCC1OC(=O)C(C)[C@@H](O[C@H]2C[C@@](C)(OC)C(O)C(C)O2)C(C)[C@@H](O[C@@H]2OC(C)CC(N(C)C)C2O)[C@](C)(O)CC(C)/C(=N\OCOCCOC)[C@H](C)C(O)[C@]1(C)O (some centres not stated),-9%,-24%
CC1=CCc2c(cc3oc(C)cc(=O)c3c2O)OC1,20µM*,7%
CC1OC(OC2C(CO)OC(OC3C(CO)OC(O)C(O)C3O)C(O)C2O)C(O)C(O)C1NC1C=C(CO)C(O)C(O)C1O (configuration not stated),-8%,2%
COc1ccc2c(c1)OCC(Cc1ccc(OC)c(OC)c1)C2=O (configuration not stated),5%,-26%
O=C(NC(CO)C(O)c1ccc([N+](=O)[O-])cc1)C(Cl)Cl (configuration not stated),-2%,-12%
NC(=O)c1ccc[n+]([C@@H]2OC(COP(=O)([O-])OP(=O)(O)OCC3OC(n4cnc5c(N)ncnc54)C(O)C3O)C(O)C2O)c1 (some centres not stated),3%,7%
CC1(C)OC2CC3C4CC(F)C5=CC(=O)C=CC5(C)C4C(O)CC3(C)[C@]2(C(=O)CO)O1 (some centres not stated),-3%,29%
N=c1ccn2c(n1)OC1C(O)C(CO)OC12 (configuration not stated),-2%&1%,20%&-19%
CC(=O)OCC1OC(n2cnc3c(Cl)nc(Cl)nc32)C(OC(C)=O)C1OC(C)=O (configuration not stated),4%,-23%
O=C(OCC(O)CO)c1ccccc1Nc1ccnc2cc(Cl)ccc12 (configuration not stated),-18%,?
COc1ccc2c(c1)O[C@@H]1c3ccc(OC)cc3OCC21 (some centres not stated),1%,5%
COC(=O)C(N)CS (configuration not stated),-3%,-5%
COc1cc(C)c2c(c1C=O)Oc1c(c(C)c(O)c3c1C(O)OC3=O)OC2=O (configuration not stated),-1%,11%
CC(=O)OC1C(=O)[C@@]2(C)C(O)CC3OC[C@]3(OC(C)=O)C2C(OC(=O)c2ccccc2)[C@]2(O)CC(OC(=O)C(O)C(NC(=O)c3ccccc3)c3ccccc3)C(C)=C1C2(C)C (some centres not stated),4%,7%
CN1CC(=O)N=C1N,-7%,9%
Nc1nc2ncc(=O)[nH]c2c(=O)[nH]1,5%,2%
COc1ccc(C2OCC3(COC(C)=O)C(C)C=C(C)C2C3C)cc1 (configuration not stated),11%[25.6 µM],9%
CC1(C)CC2C1CCC1(C)OC1CCC2(C)O (configuration not stated),4%,20%
O=C1C=C(O)c2ccccc2C1=O,-8%,18%
CC(=O)c1c(O)cc(O)cc1O,-6%,-4%
COc1cc(/C=C/C(=O)N2CCC=CC2=O)cc(OC)c1OC,6%,?
CC(=O)OCC(=O)[C@@]1(O)CCC2C3CCC4=CC(=O)CC[C@@]4(C)[C@]3(F)C(O)C[C@]21C (some centres not stated),0%,-18%
COC1=C(OC)C(=O)C(C/C=C(\C)CC/C=C(\C)CC/C=C(\C)CC/C=C(/C)CC/C=C(\C)CC/C=C(\C)CC/C=C(\C)CC/C=C(\C)CC/C=C(\C)CCC=C(C)C)=C(C)C1=O,-28%,9%

Ordered by molar mass (high to low): 6 of the compounds above.
mol,15-hLO inh,ERK AVP block
CC(=O)OCC(=O)[C@@]1(O)CCC2C3CCC4=CC(=O)CC[C@@]4(C)[C@]3(F)C(O)C[C@]21C (some centres not stated),0%,-18%
COc1ccc(C2OCC3(COC(C)=O)C(C)C=C(C)C2C3C)cc1 (configuration not stated),11%[25.6 µM],9%
COc1cc(/C=C/C(=O)N2CCC=CC2=O)cc(OC)c1OC,6%,?
CC1(C)CC2C1CCC1(C)OC1CCC2(C)O (configuration not stated),4%,20%
Nc1nc2ncc(=O)[nH]c2c(=O)[nH]1,5%,2%
CC(=O)c1c(O)cc(O)cc1O,-6%,-4%
